TNAP activation fold – stimulation of alkaline phosphatase TNAP activity – biochemical, luminescent, no phosphate acceptor, uHTS, primary screen (AID 1001). purified TNAP, luminescent activation assay, no phosphate acceptor; higher activation fold means a stronger effect. actives 0.03% (n = 200,000). activation fold at 20 µM; hits with a dose series show EC50 in µM; in the data active means activation fold from about 3, or a potency from the dose series; inactive means the rest, 99 in 100 with activation fold below about 1.6; further: many of its hits are not listed in these tables
KOR beta-arrestin-1 – KOR antagonists, beta-arrestin recruitment, cell-based, luminescence, uHTS (AID 1778) | KOR beta-arrestin recruitment, luminescence, antagonist mode; higher % means a stronger effect | inhibition, % at 10 µM; hits with a dose series show IC50 in µM | actives 0.091% (n = 290,000); further: strong numbers were not always called active
NOD1 NF-kB reporter – NOD1 signaling inhibitors, primary screen, cell-based, luminescence, uHTS (AID 1578). actives 1% (n = 290,000). inhibition, % at 4 µM, or EC50 in µM where a hit was titrated. NOD1-driven NF-kB luciferase reporter cells, luminescence; higher % means a stronger effect; in the data active means inhibition mostly above about 36%, no sharp cut-off; inactive means mostly below about 34%;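 further: HEK-293T reporter cells stimulated with the NOD1 agonist gamma-tri-DAP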
LYP inhibition – inhibitors of LYP phosphatase, biochemical, fluorescence intensity, uHTS (AID 1779); recombinant LYP phosphatase, fluorescence intensity; higher % means a stronger effect; inhibition, % at 11.5 µM; hits with a dose series show IC50 in µM; actives 0.054% (n = 290,000);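 further: plate controls were vehicle with enzyme for no effect and no enzyme for full effect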
NOD2 inhibition – NOD2 signaling inhibitors, cell-based, luminescence, uHTS, HEK293 (AID 1566); HEK293 NOD2/NF-kB luciferase reporter, luminescence; higher % means a stronger effect; one-dose inhibition, % at 4 µM; EC50 in µM for titrated hits; actives 0.63% (n = 290,000); further: many of its hits are not listed in these tables
human PMI inhibition – inhibitors of human PMI, primary screen, biochemical, fluorescence intensity, coupled assay (AID 1209) | purified PMI enzyme, coupled fluorescence intensity; higher % means a stronger effect | inhibition, % at 20 µM, or IC50 in µM where a hit was titrated | actives 0.42% (n = 190,000);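 further: plate controls were DMSO vehicle for no effect and wells lacking substrate for full effect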
human PMI inhibitors – human PMI inhibitors, high substrate, primary screen, biochemical, fluorescence intensity, high mannose 6-phosphate (AID 1220); actives 0.66% (n = 190,000); recombinant PMI enzyme, coupled fluorescence intensity; higher % means a stronger effect; one-dose inhibition, % at 20 µM; IC50 in µM for titrated hits
KOR beta-arrestin-2 – KOR agonists, beta-arrestin recruitment, primary screen, cell-based, luminescence, uHTS (AID 1777); actives 0.02% (n = 280,000); one-dose activation, % at 10 µM; EC50 in µM for titrated hits; KOR beta-arrestin recruitment, luminescence; higher % means a stronger effect; in the data active means activation above about 50%, passing the limit was not always enough; further: a part of the inactive calls stands beside numbers as strong as those of hits
XIAP displacement – XIAP antagonists, biochemical, IAP family, fluorescence polarization (AID 1018) | XIAP BIR domain, fluorescence polarization peptide displacement; higher % means a stronger effect | displacement, % at 20 µM, or IC50 in µM where a hit was titrated | actives 0.007% (n = 200,000); in the data active means displacement above about 50%; further: a part of the inactive calls stands beside numbers as strong as those of hits
The depositor's hits bear a star; . = not tested or not shown; [ ] = remark or other dose. Unless noted, no stated cut-off is given here; in the data, active means inhibition above about 50%; inactive means the rest. An excerpt (hit frequency here may not be typical).

item	NOD1 NF-kB reporter	KOR beta-arrestin-1	NOD2 inhibition	KOR beta-arrestin-2	human PMI inhibitors	LYP inhibition	human PMI inhibition	TNAP activation fold	XIAP displacement	mol
1	-14.9%	8.4%	5.2%	0.0%	-9.2%	8.6%	5.0%	1.2	-0.6%	NNC(=O)CSc1c(-c2cccs2)[nH]c2ccccc12
2	-22.6%	22.7%	-19.7%	-4.3%	-0.4%	-5.0%	3.3%	1.1	-4.1%	CCC(C)(C(=O)NC1CCCCC1)N(CC1CCCO1)C(=O)Cc1cccs1 (stereo not given)
3	-38.4%	-6.8%	-183.6%	-1.2%	17.5%	8.5%	18.2%	1.1	-4.5%	Cc1c(-c2nc(N)nc(Nc3ccccc3)n2)oc2ccccc12
4	-3.1%	14.3%	24.6%	0.9%	.	-0.3%	.	.	.	COc1ccc(-n2c(-c3ccco3)nc3c(cnn3-c3ccc(C)cc3)c2=O)cc1
5	-3.0%	16.4%	-44.0%	-3.0%	.	-4.5%	.	.	.	O=C(Nc1ccc(Br)cn1)c1cccc(C(=O)Nc2ccc(Br)cn2)c1
6	-5.1%	38.5%	-58.9%	0.9%	.	-0.1%	.	.	.	CCOc1ccc(NC(=S)NC(=O)c2ccco2)cc1
7	-13.9%	22.2%	6.6%	-2.0%	4.4%	3.0%	4.4%	1.1	-2.2%	CC(=O)N1CCN(Cc2nc3cc(NC(=O)C4CCCCC4)ccc3n2C)CC1
8	3.5%	2.4%	10.8%	-2.6%	-1.9%	-0.7%	0.8%	1.1	1.1%	Cc1cccc(C(=O)N/N=C/c2ccc(OCC(=O)N3CCCCC3)cc2)c1
9	-10.6%	24.1%	-1.0%	-1.0%	8.5%	-0.2%	3.1%	1	-3.2%	O=C(/C=C/c1cccs1)c1ccc(Br)cc1
10	-13.5%	7.5%	7.5%	-0.1%	.	-12.5%	.	.	.	COc1cccc(CNC(=O)CNC(=O)N2CC(=O)Nc3ccccc32)c1
11	-1.1%	-20.9%	-2.4%	-3.1%	.	-6.7%	.	.	.	O=C1CC(c2ccccc2)CC(O)=C1C=NCCN1CCN(Cc2ccccc2)CC1 (stereo not given)
12	-10.0%	21.6%	-6.5%	0.6%	.	-8.8%	.	.	.	CC(C(c1cccs1)c1c(N)n(C)c(=O)n(C)c1=O)[N+](=O)[O-] (stereo not given)
13	9.4%	-1.4%[20 µM]	17.7%	-3.4%	-23.3%	1.8%	-17.0%	1.1	-7.3%	FC(F)(F)c1cccc(NC(=S)N2CCN(c3ccccn3)CC2)c1
14	-36.1%	-21.7%	-47.1%	0.4%	20.6%	8.5%	22.0%	1	-6.0%	Cc1cc(C)cc(NC(=O)c2nnn(Cc3cc(C)ccc3C)c2N)c1
15	27.5%	-53.9%	14.0%	-3.2%	-6.2%	-9.7%	3.5%	1	-5.2%	COc1ccc(CCNC(=O)CCCCCNc2nc(=S)[nH]c3ccccc23)cc1OC
16	-5.4%	-13.9%[20 µM]	-13.5%	-1.6%	.	-6.3%	.	.	.	Cc1ccnc(SC2CC(=O)N(c3ccc(Cl)cc3)C2=O)n1 (stereo not given)
17	-25.2%	8.1%	23.9%	-0.9%	3.1%	-6.4%	-5.2%	1	-3.5%	Cc1cccc(C)c1-n1c(SCC(=O)NCc2ccco2)nc2ccccc2c1=O
18	-34.2%	23.9%[20 µM]	6.2%	-4.9%	.	0.8%	.	.	.	CC(C)CC(=O)Nc1nnc(CCc2ccccc2)s1
19	2.3%	-4.0%	15.3%	-2.1%	-3.2%	-4.1%	0.8%	1	-8.1%	COc1ccc(OCC(=O)N2CCN(S(=O)(=O)c3ccc(Cl)cc3)CC2)cc1
20	1.1%	-19.1%	11.3%	6.6%	.	-5.4%	.	.	.	C/C(=N/NS(=O)(=O)c1ccc(Cl)cc1)c1ccncc1

Results in NOD2 inhibition, KOR beta-arrestin-2 and KOR beta-arrestin-1, for some of the entries so far:
| cpd | smiles | NOD2 inhibition | KOR beta-arrestin-2 | KOR beta-arrestin-1 |
| --- | --- | --- | --- | --- |
| 3 | Cc1c(-c2nc(N)nc(Nc3ccccc3)n2)oc2ccccc12 | -183.6% | -1.2% | -6.8% |
| 4 | COc1ccc(-n2c(-c3ccco3)nc3c(cnn3-c3ccc(C)cc3)c2=O)cc1 | 24.6% | 0.9% | 14.3% |
| 5 | O=C(Nc1ccc(Br)cn1)c1cccc(C(=O)Nc2ccc(Br)cn2)c1 | -44.0% | -3.0% | 16.4% |
| 6 | CCOc1ccc(NC(=S)NC(=O)c2ccco2)cc1 | -58.9% | 0.9% | 38.5% |
| 7 | CC(=O)N1CCN(Cc2nc3cc(NC(=O)C4CCCCC4)ccc3n2C)CC1 | 6.6% | -2.0% | 22.2% |
| 8 | Cc1cccc(C(=O)N/N=C/c2ccc(OCC(=O)N3CCCCC3)cc2)c1 | 10.8% | -2.6% | 2.4% |

More records:
item	NOD1 NF-kB reporter	KOR beta-arrestin-1	NOD2 inhibition	KOR beta-arrestin-2	human PMI inhibitors	LYP inhibition	human PMI inhibition	TNAP activation fold	XIAP displacement	mol
21	-10.8%	-4.7%[20 µM]	1.0%	-1.5%	.	-10.1%	.	.	.	O=c1ccc2cc(S(=O)(=O)N3CCN(c4ccccc4)CC3)ccc2[nH]1
22	-2.1%	1.8%	-18.4%	-1.1%	.	-5.4%	.	.	.	CC1(C)CCc2cc(CN3CCN(c4ccccn4)CC3)ccc2O1
23	-17.6%	11.1%	-5.0%	6.9%	-6.3%	-3.1%	-14.6%	1.1	-6.8%	O=C(NCc1cccnc1)c1cccc(NC(=O)c2ccco2)c1
24	8.0%	24.3%	21.6%	-5.3%	10.1%	1.5%	12.0%	0.9	-8.2%	COc1cc(C(c2c(C)[nH][nH]c2=O)c2c(C)[nH][nH]c2=O)ccc1OS(=O)(=O)c1ccc(C)cc1
25	6.6%	1.3%	23.1%	4.4%	.	-2.4%	.	.	.	Cn1c(=O)c(C(=O)CN2CCCCC2)c(N)n(Cc2ccccc2)c1=O
26	-7.9%	2.0%	10.8%	3.1%	.	-1.1%	.	.	.	COc1cc(/C=N/NC(=O)CNc2n[nH]c(=O)[nH]c2=O)ccc1OCc1ccccc1
27	-4.5%	-0.9%	16.6%	-4.1%	3.6%	-7.4%	9.8%	1.1	-3.2%	COC(=O)CC(=O)CSc1nc(C)cc(C)c1C#N
28	26.4%	-24.4%	-43.2%	4.7%	-21.4%	0.8%	-5.6%	2	-9.1%	O=C(CCn1cnc2ccccc21)N/N=C/c1ccccc1O
29	-3.5%	14.7%	14.6%	0.2%	.	-8.8%	.	.	.	CN(C)C(C)(C)/C=C/C(O)(c1ccccc1)c1ccccc1
30	9.1%	6.7%	-8.8%	-1.3%	-29.5%	-11.7%	-32.0%	1	-2.0%	OCCNCCNCc1ccc(-c2ccccc2)cc1
31	-15.2%	24.4%	18.2%	-8.1%	-2.0%	-1.3%	-6.0%	1.1	-5.7%	Cc1ccccc1Cn1c(CN2CCc3ccccc3C2)nc2c1c(=O)n(C)c(=O)n2C
32	-1.4%	16.7%	6.2%	-0.8%	10.4%	-4.8%	5.3%	1.1	-6.6%	CCOC(=O)CNC(=S)N(Cc1ccccc1)Cc1cccs1
33	-33.7%	13.8%[20 µM]	-4.0%	-4.0%	.	-1.1%	.	.	.	NC(=O)COc1c(-c2ccc(Br)o2)oc2ccccc2c1=O
34	-7.2%	-26.2%[20 µM]	17.7%	-2.5%	.	-9.5%	.	.	.	Cc1ccc(Cl)c2sc(NC(=O)C3CC3)nc12
35	-11.8%	5.0%	14.4%	-1.4%	.	-8.9%	84.5%*	1.2	-2.4%	O=C1CCN2C=Nc3cccc4ccc1c2c34
36	-21.9%	-16.9%	14.2%	-6.8%	.	-4.5%	.	.	.	COc1cc(C(=S)N2CCOCC2)cc(OC)c1OC(=O)c1ccc(F)cc1
37	-6.1%	26.4%	-11.6%	-3.1%	.	-20.9%	.	.	.	COCCCNC(=O)COc1cc2c(c3oc(=O)c(C)c(C)c13)CCC(C)(C)O2
38	18.2%	2.9%	-5.3%	-6.4%	13.2%	-6.7%	-8.9%	0.8	-2.3%	COc1ccc(N2CCN(C(=O)C3CCCN(S(=O)(=O)c4cccc5cccnc45)C3)CC2)cc1 (stereo not given)
39	3.0%	-29.8%	14.6%	0.6%	.	-3.0%	.	.	.	O=C(NC(=S)NNC(=O)c1ccco1)c1ccc(Br)cc1
40	4.3%	18.6%	12.4%	2.2%	.	-4.5%	.	.	.	COC(=O)c1cc(S(=O)(=O)Nc2nn(C)c3cccc(F)c23)oc1C
41	-8.4%	7.4%	5.1%	-4.4%	4.3%	-6.3%	-0.8%	1.1	-2.8%	O=C1c2ccccc2C(Nc2ccccc2F)N1c1cccnc1 (stereo not given)
42	-33.6%	-34.8%	-8.9%	0.7%	-42.6%	-2.5%	-28.6%	0.9	16.9%	Cc1cc2cc(CNS(=O)(=O)c3ccccc3)ccc2n1C
43	-19.7%	-5.7%[20 µM]	12.8%	-1.4%	-7.8%	-1.8%	-3.8%	1.1	0.6%	CCNc1nc(NCC)n2c(SCC(=O)Nc3ccccc3)nnc2n1
44	16.9%	-18.3%	-16.4%	7.9%	.	-7.4%	.	.	.	COC(=O)c1c(N2C(=O)CC(Sc3ncccc3C(=O)O)C2=O)sc(C)c1C (stereo not given)
45	.	9.6%	1.8%	-0.9%	30.2%	2.0%	15.0%	1.9	-2.1%	Nc1[nH]n2c(=O)c3c(nc2c1N=Nc1ccccc1)CCCC3
46	-19.1%	11.4%	6.0%	-4.1%	-1.9%	-5.7%	-6.7%	1	-0.3%	N#Cc1ccc(Cl)cc1NC(=O)COC(=O)[C@H](CCC(N)=O)NC(=O)c1ccc(F)cc1
47	-22.8%	-3.3%	6.1%	-7.3%	-4.0%	-0.1%	3.1%	0.8	-5.3%	Oc1c(C(c2cccs2)N2CCN(c3ccc(F)cc3)CC2)sc2ncnn12 (stereo not given)
48	-12.1%	-2.8%	16.5%	4.1%	1.4%	0.4%	12.9%	1.1	-12.8%	COc1ccc(OC)c(NC(=O)COC(=O)/C=C/c2ccccc2Cl)c1
49	-10.3%	-29.6%	17.4%	-4.7%	4.6%	2.3%	3.2%	1.1	-4.3%	CSc1nnc(Cc2cc(=O)[nH]c(=O)[nH]2)n1-c1cccc(C)c1

Quoted at random: four entries already listed.
item	NOD1 NF-kB reporter	KOR beta-arrestin-1	NOD2 inhibition	KOR beta-arrestin-2	human PMI inhibitors	LYP inhibition	human PMI inhibition	TNAP activation fold	XIAP displacement	mol
14	-36.1%	-21.7%	-47.1%	0.4%	20.6%	8.5%	22.0%	1	-6.0%	Cc1cc(C)cc(NC(=O)c2nnn(Cc3cc(C)ccc3C)c2N)c1
39	3.0%	-29.8%	14.6%	0.6%	.	-3.0%	.	.	.	O=C(NC(=S)NNC(=O)c1ccco1)c1ccc(Br)cc1
36	-21.9%	-16.9%	14.2%	-6.8%	.	-4.5%	.	.	.	COc1cc(C(=S)N2CCOCC2)cc(OC)c1OC(=O)c1ccc(F)cc1
2	-22.6%	22.7%	-19.7%	-4.3%	-0.4%	-5.0%	3.3%	1.1	-4.1%	CCC(C)(C(=O)NC1CCCCC1)N(CC1CCCO1)C(=O)Cc1cccs1 (stereo not given)

With a hit mark in human PMI inhibition, of those listed so far:
item	NOD1 NF-kB reporter	KOR beta-arrestin-1	NOD2 inhibition	KOR beta-arrestin-2	human PMI inhibitors	LYP inhibition	human PMI inhibition	TNAP activation fold	XIAP displacement	mol
35	-11.8%	5.0%	14.4%	-1.4%	.	-8.9%	84.5%*	1.2	-2.4%	O=C1CCN2C=Nc3cccc4ccc1c2c34

Screening results as filed in PubChem BioAssay.
